NCI-60 one-dose screen, 48 h, at 10 µM unless noted. Numbers give growth in % (100 = growth as untreated, 0 = no growth, -100 = all killed).
SN12C – SN12C renal cancer cells. 81,000 compounds, 3.8% hits. AID 1794767
PC-3 – PC-3 prostate cancer cells. 80,000 compounds, 3.9% hits
786-0 – 786-0 renal cancer cells. 81,000 compounds, 5.1% hits. AID 1794775
SF-539 – SF-539 CNS cancer; 81,000 compounds, 6.8% hits; AID 1794752
U251 – U251 CNS tumor cells. 80,000 compounds, 5.4% hits
DU-145 – DU-145 prostate cancer; 81,000 compounds, 4.2% hits; AID 1794760
UO-31 – UO-31 renal cancer | 81,000 compounds, 5.2% hits | AID 1794768
SF-295 – SF-295 CNS cancer cells; 79,000 compounds, 5.6% hits
SF-268 – SF-268 CNS cancer cells | 82,000 compounds, 3.1% hits
An asterisk follows results filed as active; nt = no result given; [ ] = remark or other dose. Rule for the calls: active = growth percent below 10; inactive = the rest.

SMILES	SN12C	PC-3	786-0	SF-539	U251	DU-145	UO-31	SF-295	SF-268
CCCC1(c2ccccc2)NC(=O)N(CC(=O)NCC(=O)Nc2ccc(F)c(F)c2F)C1=O (stereo unspecified)	107	97	100	111	96	117	97	123	103
CCC(=O)NC1c2ccccc2Oc2ccccc21	nt	95	98	94	105	97	82	93	90
N#CCN(CC#N)C1CCCCC1	95	103	nt	102	111	118	nt	129	97
O=C(NCCCNc1cc(-c2cn(-c3ccccc3)nc2-c2cccc(O)c2)ccn1)Nc1ccc(F)cc1	31	16	-39*	6.4*	3.2*	31	6.9*	-44*	18
COc1ccc(C2=CN3CC=CC3CC2=O)cc1 (stereo unspecified)	109	92	89	95	95	99	103	93	98
COc1cc(-n2cc(C#N)c(N)c2C(=O)c2ccc(C)cc2)cc(OC)c1OC	95	97	103	94	97	110	86	111	104
CC1(C2CCC3(C)OC3C2)CO1 (stereo unspecified)	107	78	67	94	96	129	87	112	91
CN1CCCN(CCNc2nccc(-c3c(-c4cccc(O)c4)nc4sccn34)n2)S1(=O)=O	38	30	42	58	57	55	25	58	71
CCOC(=O)C(=O)c1c[nH]c2ccccc12	100	96	109	101	102	111	80	116	105
O=[N+]([O-])c1ccccc1C(O)Cc1ccc2ccccc2n1 (stereo unspecified)	95	95	104	98	97	nt	67	103	93
N=C(N)c1ccc(C(=O)Nc2ccc(F)cc2)cc1	97	99	92	104	100	112	100	94	112
CCCCN(CCCC)C(=O)CC	109	98	102	112	120	112	100	109	105
Cc1ccc(C(=O)NC2c3ccccc3Oc3ccccc32)cc1	nt	53	26	61	56	88	34	25	64
C/C(=N/O)c1ccc(N2C(=O)c3ccccc3C2=O)cc1	94	96	101	98	96	111	84	94	102
CC1=NN(C(N)=S)C(c2ccc(N(C)C)cc2)C1 (stereo unspecified)	92	106	88	99	93	97	72	83	109
O=C(Cc1ccccc1Nc1c(Cl)cccc1Cl)N/N=C/c1sc(=S)n(-c2ccc(F)cc2)c1O	91	86	101	109	92	89	88	98	83
CCCNC(=O)/C(=C/c1c[nH]c2ccccc12)NC(=O)/C=C/c1ccccc1	98	92	105	107	99	105	81	105	103
CC12CCCC(CC(=O)c3[nH]c4ccccc4c31)C2 (stereo unspecified)	52	23	41	-19*	25	-16*	51	15	64
C/C(=N\N=C\c1ccc(O)cc1)c1nnn(-c2ccc([N+](=O)[O-])cc2)c1C	98	88	102	96	101	102	70	101	96
CCN1CCN(C2=NC(=O)/C(=C\c3ccccc3)S2)CC1	98	94	nt	100	96	109	91	98	93
CC(=O)c1ccc(OC(=O)Oc2ccc(C(C)=O)cc2)cc1	104	97	100	102	95	109	86	116	104
CSC(=S)N/N=C/c1ccccc1	92	87	98	nt	87	102	74	96	88
CS(=O)(=O)c1ccc(-c2nc3ccccc3n2CC(=O)N/N=C/c2ccc(F)cc2)cc1	101	92	110	98	110	97	84	96	94
COc1ccc(Nc2nc(/N=C/c3ccc(Cl)cc3)n[nH]2)cc1	113	115	88	100	105	109	93	100	115
CN1CCN(c2ccc(Nc3nc(NCCNS(=O)(=O)c4ccc5ccccc5c4)c4sccc4n3)cc2)CC1	80	76	56	65	13	84	69	102	63
COc1ccc(C2=NN(C(C)=O)C(c3ccc(N4CCN(Cc5ccccc5)CC4)cc3)C2)cc1 (stereo unspecified)	97	80	90	97	91	91	66	99	98
CCCCOCCOC(=O)c1ccccc1C	110	109	98	96	114	107	84	94	104
COc1cc2c(cc1OC)C(CCc1ccc(Cl)cc1)N(C)CC2 (stereo unspecified)	93	75	82	93	102	125	60	69	96
COC(=O)c1sc(C(=O)c2ccccc2)c(C#N)c1N	104	98	96	96	101	101	85	98	96
Cc1nc2c(O)cccc2cc1CO	105	nt	96	94	109	113	103	106	100
C=C(Cl)C(=NC(C)(C)C)Nc1ccccc1C	83	77	98	99	84	87	81	99	101
CCCNNC(=O)c1ccc(-c2ccc(NC(=O)CCCCCCC(=O)N[C@H](C(=O)N3C[C@H](O)C[C@H]3C(=O)N[C@@H](C)c3ccc(-c4scnc4C)cc3)C(C)(C)C)cc2)cc1	48	37	37	27	17	32	84	47	46
Cn1c(=O)[nH]c(=O)c2nc(CC(=O)Nc3ccccc3)c(=O)[nH]c21	92	98	98	101	101	105	77	100	94
Nc1nc(Nc2ccccc2Cl)c2c(n1)-c1ccoc1CC2	105	100	96	99	98	106	96	92	96
O=c1c(Cc2ccc(F)cc2)cc(-c2ccccc2)nn1C/C(=N/O)c1ccccc1	17	26	69	82	35	80	31	32	53
Cc1ccccc1Nc1nc(N)nc(CN2C(=O)NC3(CCCCC3C)C2=O)n1 (stereo unspecified)	97	87	117	103	100	111	82	102	101
C/C(CC(c1ccccc1)c1ccccc1)=N/O	93	93	91	99	95	104	89	101	104
Cc1cnc(C=O)c2cccc([N+](=O)[O-])c12	87	80	100	90	92	92	44	90	88
COc1ccc(OC)c(/C=C2\SC(=O)N(Cc3ccc(-c4ccccc4C#N)cc3)C2=O)c1	94	92	100	102	99	111	73	95	96
Cc1nc(-[n+]2nc(-c3ccccc3)nn2-c2ccccc2)sc1C	90	90	87	97	94	119	75	87	90
CCCCNC(=O)c1cc(NCc2cc(O)ccc2O)ccc1O	90	74	80	62	99	100	57	101	84
Clc1nc2ccc(Br)cc2cc1Cn1nnnc1Cc1ccccc1	83	nt	77	80	98	101	46	92	87
Cc1c(C(=O)NCCCCNC(=O)c2c(C)n(C)c3scc[n+]23)[n+]2ccsc2n1C	95	107	114	105	102	115	nt	112	121
CNS(=O)(=O)c1ncnc2nc[nH]c12	111	95	97	94	118	118	96	110	124
Cc1ccccc1Nc1nc(SC(C)C)nc(-c2ccccc2)c1C#N	12	81	11	28	34	77	-40*	24	57
c1ccc([P+](CCCc2n(Cc3ccc4ccccc4c3)c3ccccc3[n+]2Cc2ccc3ccccc3c2)(c2ccccc2)c2ccccc2)cc1	55	67	71	37	46	82	61	41	79
N#Cc1nc(-c2ccccc2)oc1N1CCN(S(=O)(=O)c2ccc(F)cc2)CC1	77	72	78	107	84	98	64	104	84
C=CCC(OC(C)=O)c1ccc(C(C)C)cc1 (stereo unspecified)	104	99	108	104	122	118	85	126	110
CC(=O)OCCC[n+]1ccc(SCC(=O)n2ccc3ccccc32)c2ccccc21	96	89	108	96	95	113	69	100	113
CC(=O)Oc1ccc(C(c2ccccc2)c2ccccc2C(=O)O)cc1 (stereo unspecified)	105	97	107	97	105	108	95	98	103
CN1C(=O)C(=Cc2coc3ccc(Br)cc3c2=O)C(=O)N(C)C1=O	90	89	112	100	104	103	77	120	98
CC1=C(C(=O)OCc2ccccc2)C(c2ccc3c(c2)OCO3)n2c(nc3ccccc32)N1 (stereo unspecified)	48	41	43	9.9*	36	53	51	20	60
CCCCCCCC/C=C\CCCCCCCCCCCCOc1cccc(CCOP(=O)(O)OCC[N+](C)(C)C)c1	99	91	103	102	94	112	89	97	93
COc1cc(OC)cc(-c2ccc(-c3ccc(C(=N)N)cc3)s2)c1	-77*	-95*	-60*	-89*	nt	-91*	-78*	-88*	-72*
O=c1nc(-c2ccccc2)c2cc(-c3ccc(N4CCOCC4)cc3)ccc2[nH]1	79	71	79	95	70	80	66	89	94
COc1ccc(Nc2ncccc2/C=C/C(=O)c2cc(OC)c(OC)c(OC)c2)cc1	-18*	-15*	-64*	-51*	-96*	7.0*	-80*	17	-33*
Cn1c(=O)c(C#N)c(-c2ccccc2)n2c(S(C)(=O)=O)nnc12	126	104	105	93	104	127	86	124	103
CCN1C(=O)N(CC)C2NNC(Sc3c(C(=O)O)c4ccccc4n(CCC(C)C)c3=O)=NC21 (stereo unspecified)	16	26	16	-53*	2.0*	18	28	-17*	49
Cc1cc(N)c2cc(NC(=O)CCCCCC(=O)Nc3ccc4nc(C)cc(N)c4c3)ccc2n1	100	95	105	102	98	129	80	nt	102
O=c1nc(Nc2cc([N+](=O)[O-])ccc2O)sc2ccccc12	86	85	102	92	96	105	64	89	98

Nothing new here: an excerpt of the list.
SMILES	SN12C	PC-3	786-0	SF-539	U251	DU-145	UO-31	SF-295	SF-268
Cc1c(C(=O)NCCCCNC(=O)c2c(C)n(C)c3scc[n+]23)[n+]2ccsc2n1C	95	107	114	105	102	115	nt	112	121
CNS(=O)(=O)c1ncnc2nc[nH]c12	111	95	97	94	118	118	96	110	124
Cc1ccccc1Nc1nc(SC(C)C)nc(-c2ccccc2)c1C#N	12	81	11	28	34	77	-40*	24	57
c1ccc([P+](CCCc2n(Cc3ccc4ccccc4c3)c3ccccc3[n+]2Cc2ccc3ccccc3c2)(c2ccccc2)c2ccccc2)cc1	55	67	71	37	46	82	61	41	79
N#Cc1nc(-c2ccccc2)oc1N1CCN(S(=O)(=O)c2ccc(F)cc2)CC1	77	72	78	107	84	98	64	104	84
C=CCC(OC(C)=O)c1ccc(C(C)C)cc1 (stereo unspecified)	104	99	108	104	122	118	85	126	110
CC(=O)OCCC[n+]1ccc(SCC(=O)n2ccc3ccccc32)c2ccccc21	96	89	108	96	95	113	69	100	113
CC(=O)Oc1ccc(C(c2ccccc2)c2ccccc2C(=O)O)cc1 (stereo unspecified)	105	97	107	97	105	108	95	98	103
CN1C(=O)C(=Cc2coc3ccc(Br)cc3c2=O)C(=O)N(C)C1=O	90	89	112	100	104	103	77	120	98
CC1=C(C(=O)OCc2ccccc2)C(c2ccc3c(c2)OCO3)n2c(nc3ccccc32)N1 (stereo unspecified)	48	41	43	9.9*	36	53	51	20	60
CCCCCCCC/C=C\CCCCCCCCCCCCOc1cccc(CCOP(=O)(O)OCC[N+](C)(C)C)c1	99	91	103	102	94	112	89	97	93
COc1cc(OC)cc(-c2ccc(-c3ccc(C(=N)N)cc3)s2)c1	-77*	-95*	-60*	-89*	nt	-91*	-78*	-88*	-72*
O=c1nc(-c2ccccc2)c2cc(-c3ccc(N4CCOCC4)cc3)ccc2[nH]1	79	71	79	95	70	80	66	89	94

Other records follow.
SMILES	SN12C	PC-3	786-0	SF-539	U251	DU-145	UO-31	SF-295	SF-268
CC(Oc1ccc(C(=O)NS(=O)(=O)C(C)(C)C)cc1C(F)(F)F)c1ccc(Oc2ccccc2)cn1 (stereo unspecified)	86	94	78	76	58	97	68	56	68
O=C(Nc1ccc(N=Cc2cccs2)cc1)NC1C=c2ccccc2=CC1 (stereo unspecified)	98	107	92	100	97	111	83	97	100
COc1ccc(-c2nc3ccc(C(=O)NN4C(=O)c5ccc(C(=O)O)cc5C4=O)cc3[nH]2)cc1	nt	93	103	98	104	115	93	100	111
O=C(CCl)OCCCOCCCOc1ccccc1	100	100	97	102	95	101	91	106	97
O=C(c1ccc(Cc2n[nH]c(=O)c3cccnc23)cc1)N1CCN(c2ccccc2)CC1	95	96	97	93	104	118	69	95	97
Cc1nc2cc(Nc3nc(N4CCCC4)nc(N4CCOCC4)n3)ccc2n1Cc1ccccc1	91	69	77	77	nt	92	55	92	95
O=C(c1nc2ccccc2[nH]1)C1C(c2ccc(F)cc2)C2CC3CCCCC3N2[C@@]12C(=O)Nc1ccc(Cl)cc12 (stereo partly specified)	52	35	48	56	51	60	31	29	57
CCC(=C(c1ccc(OCCN(C)C)cc1)c1ccc(OCCN(C)C)cc1)c1ccc(Cl)cc1	-33*	-12*	-81*	-83*	-65*	-29*	-72*	-72*	-37*
CC(C)=CCC[C@](C)(O)[C@H]1CC[C@]2(C)[C@@H]1CC[C@@H]1[C@@]3(C)CC[C@H](OC(=O)CCC(=O)O)C(C)(C)[C@@H]3CC[C@]12C	15[100 µM]	27[100 µM]	23[100 µM]	31[100 µM]	2.4*[100 µM]	41[100 µM]	19[100 µM]	4.0*[100 µM]	52[100 µM]
OCCN(CCO)c1ccccc1	98	116	98	104	110	124	102	129	117
Nc1nc2c(N=Nc3ccc(Br)cc3)c(N)nn2cc1-c1nc2ccccc2s1	104	93	109	102	109	111	93	100	98
CCn1c2ccc(O)cc2c2c(C)c3c[n+](C)ccc3c(C)c21	-33*	nt	14	12	3.4*	54	64	14	-10*
O=C(c1ccccc1)c1c(/C=C/c2ccc(Br)cc2)nc2ccccc2c1/C=C/c1ccccc1	96	97	103	97	97	104	80	102	94
CCNC(=O)Nc1ncccc1OCc1cccc(Cl)c1	99	105	95	99	97	90	91	100	97
CC/C(=N\N=C(/CC)c1cccs1)c1cccs1	102	104	85	102	107	102	86	102	100
CNC(=O)c1cc(-n2ccc3cc(NC(=O)Nc4ccc(F)c(C(F)(F)F)c4)ccc32)ccn1	75	37	79	52	63	84	73	43	92
O=[N+]([O-])c1ccc2nc(CCl)[nH]c2c1	80	68	98	94	70	87	67	92	91
C[C@H]1C=C(C[C@H](O)CC#CC#CCCCCC[C@@H](O)[C@H]2CCC(=O)O2)C(=O)O1	116	97	98	110	103	110	93	86	100
O=S(=O)(Nc1ccccc1Cl)c1ccc(-c2cnc(C3CC3)o2)cc1	48	20	51	-23*	25	13	50	12	54
COC1c2occc2C(OC)C2C3C(=C(C)OC12)Sc1nc(-c2ccccc2)c(C#N)c(N)c13 (stereo unspecified)	98	91	100	103	97	97	57	111	90
Cc1cc2nc(CN)[nH]c2cc1C	111	100	97	106	100	106	101	98	106
O=C1[C@@H]2Cc3c([nH]c4ccccc34)[C@H](c3c(Cl)cccc3Cl)N2C(=O)CN1C1CCN(Cc2ccccc2)CC1	16	42	-27*	70	39	32	14	-79*	53
NC(=O)NN1CCOCC1	95	88	109	nt	107	99	87	110	109
CN1CCN(c2ccc3nc(-c4ccc5nc(-c6ccc(O)cc6)[nH]c5c4)[nH]c3c2)CC1	89	70	87	77	87	85	103	96	83
COc1ccc(/C=C/c2cc(N3CCOCC3)c3cc(F)c(F)cc3n2)cc1OC	44	39	41	29	23	48	18	31	31
N/C(=N\c1nc2ccccc2s1)NC(=O)N1CCN(CCO)CC1	86	91	94	95	98	99	79	100	118
COc1ccc(C(=O)c2cc(C(=O)/C=C/c3cn(C)c4ccc(OC)cc34)c3cc(C)ccn23)cc1	92	93	101	96	99	95	83	107	95

From PubChem
